Assay outcomes: PubChem BioAssay, National Center for Advancing Translational Sciences (NCATS)
AMA1 RON2 block: inhibitors of Plasmodium falciparum AMA1-RON2 interaction; AlphaScreen AMA1-biotinylated RON2 peptide binding; Potency, µM (series often up to 58.2 µM), for the others: at the top dose activity change, negative = inhibition, actives largely listed as inhibitors; 360,000 compounds, 0.2% hits;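 note: potency is the fitted concentration of half-maximal effect; 0% = vehicle wells and -100% = peptide control; nearly all actives have a fitted effect of over 45% in size; some results filed as inactive show a strong effect at the top dose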
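AMA1 (3D7) with his tag at 25 nM final met compounds first, then biotinylated RON2 peptide at 25 nM; detection used donor plus acceptor beads, 10 µg/mL apiece, read by AlphaScreen after 30 min at room temperature.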
AmpC inh no detg: AmpC beta-lactamase inhibition without detergent; AmpC nitrocefin hydrolysis, absorbance 480 nm, 0.0001% Triton; Potency, µM (series often up to 57.1 µM), for inactives: top-dose activity change, negative = inhibition, usual class: inhibitors; AID 485341; P00811; 330,000 compounds, 0.52% hits;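 note: potency is the fitted concentration of half-maximal effect; plate controls were no compound for no effect and no enzyme for full effect; nearly all actives have a fitted effect of over 20% in size; some results filed as inactive show a strong effect at the top dose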
Target sequence (P00811 whole entry, looked up): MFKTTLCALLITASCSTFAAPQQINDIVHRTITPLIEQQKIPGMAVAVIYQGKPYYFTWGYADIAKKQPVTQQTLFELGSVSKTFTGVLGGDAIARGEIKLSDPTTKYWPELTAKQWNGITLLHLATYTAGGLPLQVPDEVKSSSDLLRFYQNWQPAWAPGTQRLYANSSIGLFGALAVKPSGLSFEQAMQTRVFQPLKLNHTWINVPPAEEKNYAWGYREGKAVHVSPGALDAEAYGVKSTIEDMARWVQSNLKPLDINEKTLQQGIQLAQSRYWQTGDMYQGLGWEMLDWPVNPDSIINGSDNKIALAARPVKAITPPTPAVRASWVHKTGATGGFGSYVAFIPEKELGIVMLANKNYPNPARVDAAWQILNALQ
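20 mM phosphate pH 7.0 + 0.01% (detergent screen) or 0.0001% Triton X-100; 5.3 nM AmpC reagent; cpd preinc 15 min RT; nitrocefin (800 uM stock) to start; A480 q20 s × 4 min; Activity was normalised to no-enzyme and no-compound control wells.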
AmpC inh detg: inhibitors of E. coli AmpC beta-lactamase with detergent. 370,000 compounds, 0.041% hits. AmpC hydrolysis of nitrocefin, absorbance 480 nm, 0.01% Triton. AID 485294. P00811. Potency, µM (highest dose often 114 µM), for the others: top-dose activity change, negative = inhibition, actives largely listed as inhibitors;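 note: potency is the fitted concentration of half-maximal effect; 0% = no-compound wells and -100% = no-enzyme wells; nearly all actives have a fitted effect of over 25% in size; some results filed as inactive show a strong effect at the top dose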
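AmpC (5.3 nM in the dispensed reagent) in 20 mM phosphate pH 7.0 with 0.01% (detergent screen) or 0.0001% Triton X-100 was preincubated with compounds for 15 min at room temperature. Nitrocefin was then added from an 800 uM solution, and hydrolysis was followed at 480 nm.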
Cycloheximide cs: counter-screen for Shiga toxin inhibitors: cycloheximide protein synthesis inhibition; cell reporter, cycloheximide protein synthesis inhibition counterscreen; AID 2314; max response, %; 300,000 compounds, 12% hits; in the data active = max response mostly above about 13%, no sharp cut-off; inactive = mostly below about 14%; note: read at 38.3 µM for the half of the compounds with a filed dose; 0% is about no effect
HCMV antiviral: blocks human cytomegalovirus replication. HFF cells, HCMV-luciferase reporter, 72 h; stronger effect = lower value. activity change, negative = inhibition, % at 57.5 µM. 410,000 compounds, 4.5% hits; in the data active = activity change below about -60%; inconclusive = no clear call, values can overlap the other calls; inactive = above about -39%; note: % is set by controls: 0 for no effect and ±100 for the full control effect
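Cell-based, HFFs, 1000 cells/well, 16 h 37C; cpds in DMSO + HCMV-luc, MOI 1 PFU/cell; 72 h 37C; OneGlo luminescence after 5 min RT; norm. to buffer vs Salinomycin 10uM.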
Giardia FBPA inh: inhibitors of Giardia lamblia fructose-1,6-bisphosphate aldolase; A8B2U2; 290,000 compounds, 0.71% hits; Potency, µM (top dose mostly 59.6 µM), for inactives: top-dose activity, negative = inhibition, hits mostly inhibitors; purified Giardia FBPA; note: potency is the fitted concentration of half-maximal effect; % is set by controls: 0 for no effect and ±100 for the full control effect; nearly all actives have a fitted effect of over 55% in size
Target sequence (A8B2U2 whole entry, looked up): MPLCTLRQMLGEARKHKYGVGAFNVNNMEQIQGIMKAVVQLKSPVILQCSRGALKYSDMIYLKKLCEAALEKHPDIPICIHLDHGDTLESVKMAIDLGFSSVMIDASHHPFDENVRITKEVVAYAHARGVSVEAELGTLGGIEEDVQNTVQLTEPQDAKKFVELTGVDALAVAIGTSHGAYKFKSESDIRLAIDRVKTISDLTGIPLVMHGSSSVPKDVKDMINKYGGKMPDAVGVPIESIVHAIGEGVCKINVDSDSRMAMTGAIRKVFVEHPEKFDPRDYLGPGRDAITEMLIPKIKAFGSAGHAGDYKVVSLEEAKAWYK
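40 nM FBPA preincubated 10 min at RT with compound (up to 57.5 uM final), then substrate plus GAPDH/TPI/NAD/arsenate coupling and diaphorase/resazurin added. Fluorescence read after 20 min at RT, 525/598 nm.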
Shiga inhibitor: Shiga toxin inhibition; Vero cells, Shiga toxin protein synthesis inhibition reporter; inhibition, % at 38.7 µM; 290,000 compounds, 9.2% hits; AID 2315; in the data active = inhibition mostly above about 28%, no sharp cut-off; inactive = mostly below about 43%; note: 0% is about no effect
* = called active by the depositor; u = inconclusive; x = no result given; + = active, no number; & = joins results of further samples; [ ] = another dose, or the depositor's remark. Unless noted, calls come from the whole dose curve; as a rule, active = well fitted curve in the direction sought with a large enough effect; inconclusive = small, poorly fitted or top-dose-only effect, or another doubt; inactive = no such curve, though single readings can be large; an effect the other way counts as inactive or inconclusive.

SMILES	AMA1 RON2 block	AmpC inh no detg	AmpC inh detg	Cycloheximide cs	HCMV antiviral	Giardia FBPA inh	Shiga inhibitor
C/C(=N\NC(=O)c1ccc(OC2OCCOC2Oc2ccc(C(=O)N/N=C(\C)c3ccncc3)cc2)cc1)c1ccncc1 (stereo not drawn)	72%[activator]	4%	1%	-3	-3	-4%	-7
COCCN(C(=O)Cc1cccs1)C(C(=O)NCc1ccc(OC)cc1)c1ccc(C)cc1 (stereo not drawn)	-1%	0.32µM*	6%	-1	-34	-2%	-1
CC(C)(C)c1ccc(OCCC(=O)Nc2cccc(S(=O)(=O)N3CCOCC3)c2)cc1	11%	-3%	-4%	3	x	-3%	-9
CCCCn1c(-c2ccc(OC(F)F)cc2)nc2c1c(=O)[nH]c(=O)n2CC(C)C	5%	-4%	-1%	-4	-2	-18%	6
O=C(C1=C(O)C(=O)N(CCN2CCOCC2)C1c1ccncc1)c1ccco1 (stereo not drawn)	-1%	-7%	u	-2	8	-19%	-7
COC(=O)c1ccc(OC(=O)c2ccccn2)cc1	u	-26%	-7%	6	28	u	6
Cc1ccn2c(C(=O)N/N=C\c3ccc4c(c3)OCO4)c(C)nc2c1	12%	-17%	-2%	8	6	-4%	6
COc1cc(S(=O)(=O)Nc2ccccc2C(=O)N2CCCC2)ccc1NC(C)=O	-7%	-2%	-19%	x	-10	x	x
CC(=O)Oc1cccc(N2C(=O)c3cccc4c([N+](=O)[O-])ccc(c34)C2=O)c1	-8%	-2%	-14%	-3	-94*	2%	-5
COCc1ccc2oc(C(=O)O)cc2c1	4%	-13%	-6%	1	10	22%	-7
COc1cccc(-c2nc(CS(=O)(=O)CC(=O)NCCCc3ccccc3)c(C)o2)c1	-7%	50%	-5%&17%	13	-5&-7	-22%	34
COc1ccc(C(=O)C2CCCN(C(=O)c3ccc(CSC)o3)C2)cc1F (stereo not drawn)	-8%	50%	2%	-3	-34	x	17
Cc1ccc(S(=O)(=O)N2[C@@H](c3ccccc3F)C(C(=O)O)=CC[C@H]2c2cccc(Cl)c2)cc1	-2%	-14%	-10%	x	5	x	x
O=C(Nc1cccc2ccccc12)c1ccc([N+](=O)[O-])s1	-1%	-19%	-9%	2	-98*	-1%	7
O=C(COc1ncnc2sccc12)N1CCN(S(=O)(=O)c2ccc(Cl)cc2)CC1	-19%	-8%	u	9	8	19%	12
O=C(N/N=C/c1cnc2ccccc2n1)c1cccc(F)c1	-2%	-29%	-2%	27*	39	-3%	+
CC(=O)Nc1sc(C)c(C)c1C(=O)OC1CCOC1=O (stereo not drawn)	-8%	-11%	-6%	-2	32	2%	-6
COc1ccc(N2CCN(C(=O)CCc3ccc(S(=O)(=O)NC(C)(C)C)cc3)CC2)cc1	0%	63%[activator]	0%	0	-9	0%	-5
COCCN1C=C(C(=O)OC)C(c2ccc3c(c2)OCO3)C(C(=O)OC)=C1	6%	28%	-16%	-4	5	2%	-11
COC(=O)c1c(C)[nH]c(C(=O)NCCc2ccc(S(N)(=O)=O)cc2)c1C	7%	-23%	-4%	-10	-19	0%	3
CCC(=O)N(Cc1cc2cc(OC)ccc2[nH]c1=O)c1ccc(C)cc1	-7%	-13%	-28%	-3	-19	17%	x
CS(=O)(=O)c1ccc(Sc2nc3ccccc3[nH]2)c([N+](=O)[O-])c1	4%	-7%	2%	-2	u	-14%	25
COc1ccc(C(=O)c2c3ccccc3[n+]([O-])n2Cc2ccc(C(N)=O)cc2)cc1	-2%	4%	u	x	2	x	x
Cc1ccccc1OCCC(=O)Nc1ccc(S(=O)(=O)N(C)C2CCN(C)CC2)cc1	7%	35%	u	x	-1	x	x
O=C(NCCS(=O)(=O)N1CCN(c2ccccc2F)CC1)c1ccc(F)c(F)c1	0%	1%	3%	x	2	x	x
COCC(=O)NC1CCN(CC(=O)Nc2ccccc2[N+](=O)[O-])CC1	31%[activator]	2%	-1%	7	38	0%	-17
COc1ccccc1OCC(=O)N/N=C1\CCc2ccccc21	0%	18%	1%	38*	51	5%	92*
CCSc1nnc(-c2cc(Br)ccc2N=Cc2c(C)[nH]n(-c3ccccc3)c2=O)c(=O)[nH]1	82%[activator]	-29%	3%	-4	-21	-2%	-3
CCCC(=O)Nc1ccc(C(N)=O)cc1	-10%	38%	u	3	-7	0%	3
COc1cccc(N2CC(C(=O)Nc3nnc(SCC(=O)NCC4CCCO4)s3)CC2=O)c1 (stereo not drawn)	-2%	-2%	-8%	-2	9	x	-7
O=C(NCc1ccc(F)cc1)c1ccc(CNc2c(N3CCOCC3)c(=O)c2=O)cc1	6%	-23%	1%	0	-18	-3%	-8
CCC(C)[C@H](NC(=O)c1cc2cc(Cl)ccc2n1C)C(=O)N1CCC(C(=O)O)CC1 (stereo partly drawn)	-4%	8%	-2%	9	-68*	-1%	-6
CSCC[C@@H](C(=O)NCc1cccs1)N1Cc2ccccc2C1=O	-3%	-14%	-19%	-5	-6	4%	-22
Nn1c(SCC(=O)Nc2ccc(N3CCOCC3)cc2)nnc1-c1ccccc1F	-8%[11.6 µM]	-15%	0%	x	10	x	x
O=C(CN1C2=NCCN2c2ccccc21)c1ccc(Br)s1	-7%	-43%	-12%	-5	u	-16%	-6
C#CC(=O)N(c1cccc(OC)c1)C(C(=O)NC1CCCC1)c1cccs1 (stereo not drawn)	-4%	5%	-3%	-11	-101*	-1%	-32
CC1OC(Oc2ccc3ccc(=O)oc3c2-c2c(O)ccc3cc(Oc4ccc5ccc(=O)oc5c4)c(=O)oc23)C(O)C(O)C1O (stereo not drawn)	4%	-44%	-10%	-4	-1	-5%	-10
CCS(=O)(=O)N1CCN(C(=O)COc2ccc(-c3ccccc3)cc2)CC1	0%	60%	-4%	-3	-39	5%	-14
Cc1ccc(NC(=O)CCn2cccc2)cc1F	-9%	-14%	u	10	-5	2%	-2
COc1cccc(C(=O)NC(=S)Nc2ccc(N3CCCC3)cc2)c1	25µM*	-32%	-3%	13	17	2%	-2
Cc1ccc(-c2noc(CSc3nnc(-c4ccncc4)n3-c3ccc(F)cc3)n2)cc1	-11%	92%[activator]	-6%	1	4	9%	-7
Cc1c(C(=O)N2CCOCC2)sc(NC(=O)c2ccccc2F)c1C#N	8%	-29%	-12%	2	2	7%	-9
O=C(NCCS(=O)(=O)N1CCN(c2ccccc2)CC1)c1ccc2c(c1)OCO2	6%	-13%	-14%	x	-19	x	x
CC1(C)OC(=O)C(C(c2ccccc2)C(C#N)C(N)=O)=C(O)O1 (stereo not drawn)	-9%	-14%	0%	-1	-14	-4%	-2
COc1ccc(NC2CCCN(C(=O)CCCN3CCCCC3=O)C2)cc1 (stereo not drawn)	-1%	7%	-6%	-3	-7	-16%	-2
O=C(Cn1cc2c(n1)CCCC2)NCCc1ccccc1	-11%	-37%	-6%	3	29	-1%	15
COc1ccc(-c2cn[nH]c2-c2ccc(O)cc2O)cc1OC	79%[activator]	-19%	0%	5	34	-3%	-10
CC(CCc1ccccc1)NC(=O)C1CCN(C(=O)c2sccc2-n2cccc2)CC1 (stereo not drawn)	-5%	90%[activator]	u	-2	-3	1%	-2
CCOC(=O)N1CCN(C2=Nc3cccc4cccc2c34)CC1	-4%	-2%	1%	9	-17	u	-3
COC(=O)c1nc2n(n1)C(c1ccc(OC)c(OC)c1OC)C1=C(CCCC1=O)N2 (stereo not drawn)	-13%	-23%	u	6	5	-16%	-2
Cc1cc(=O)oc2cc(OC(C)C(=O)NCC3CCCO3)ccc12 (stereo not drawn)	3%	-15%	1%	-2	11	2%	-21
CC(C)(C)c1ccc(NC(=O)c2cc[n+]([O-])cc2)cc1	-3%	14%	1%	9	u	-18%	-7
COc1ccccc1CN1CCNC(=O)C1CC(=O)NCc1c(C)n[nH]c1C (stereo not drawn)	-6%	-12%	0%	1	-32	7%	37
Cc1ccc(Cl)c(OC(=O)c2nn(C(C)C)c(=O)c3ccccc23)c1	6%	-3%	-3%	-2	-29	-2%	6
CCc1ccc([C@@H]2C[C@H]3CN(Cc4ccccc4OC)C(=O)[C@]34CCCN24)cc1	-6%	87%[activator]	6%	-2	2	-3%	-5
OC[C@H]1O[C@@H](n2cnc3c(NCc4ccco4)ncnc32)[C@H](O)[C@@H]1O	5%	x	x	x	-39	5%&5%	x
O=C(O)c1c[nH]c2ccc(S(=O)(=O)N3CCOCC3)cc12	11%	-5%	8%	-5	56	-1%	-18
O=C(CCN1C(=O)C2CCCCC2C1=O)N1CCN(S(=O)(=O)c2c(F)cccc2F)CC1 (stereo not drawn)	35%[activator]	2%	-2%	x	-17	x	x
CCC[C@@H]1C[C@@H](C(=O)N[C@@H](C2O[C@H](SC)[C@H](O)[C@@H](O)[C@H]2O)[C@H](C)Cl)N(C)C1 (stereo partly drawn)	-3%	63%[activator]	u	-1	x	2%	14
O=C(COC(=O)c1ccc(-c2ccc([N+](=O)[O-])cc2)o1)NC(=O)NC1CCCCC1	-6%	-22%	1%	1	-30	-6%	2

Reformatted with bars between the fields: part of the list above
smiles | AMA1 RON2 block | AmpC inh no detg | AmpC inh detg | Cycloheximide cs | HCMV antiviral | Giardia FBPA inh | Shiga inhibitor
CCc1ccc([C@@H]2C[C@H]3CN(Cc4ccccc4OC)C(=O)[C@]34CCCN24)cc1 | -6% | 87%[activator] | 6% | -2 | 2 | -3% | -5
OC[C@H]1O[C@@H](n2cnc3c(NCc4ccco4)ncnc32)[C@H](O)[C@@H]1O | 5% | x | x | x | -39 | 5%&5% | x
O=C(O)c1c[nH]c2ccc(S(=O)(=O)N3CCOCC3)cc12 | 11% | -5% | 8% | -5 | 56 | -1% | -18
O=C(CCN1C(=O)C2CCCCC2C1=O)N1CCN(S(=O)(=O)c2c(F)cccc2F)CC1 (stereo not drawn) | 35%[activator] | 2% | -2% | x | -17 | x | x

Remaining list, next part
SMILES	AMA1 RON2 block	AmpC inh no detg	AmpC inh detg	Cycloheximide cs	HCMV antiviral	Giardia FBPA inh	Shiga inhibitor
O=C(NCc1ccco1)C(=O)NCC1OCCN1S(=O)(=O)c1ccc(Cl)cc1 (stereo not drawn)	2%	-6%	-13%	-2	14	0%	-11
Cc1[nH]n(-c2ccc([N+](=O)[O-])cc2)c(=O)c1C=NCCc1ccc(S(N)(=O)=O)cc1	-11%	-27%	-12%	1	30	-2%	-10
COc1ccccc1/C=N/NC(=O)c1ccc(C)nc1	10%	-7%	2%	9	23	12%	-9
CC(=O)Nc1c(-c2ccccc2)nc2ncccn12	20%	-10%	u	-4	8	1%	-11
N#CCCN(Cc1cccnc1)C(=O)Nc1ccc(Cl)c(Cl)c1	13%	-9%	-18%	-2	20	7%	-14
CCn1c(NC(=O)C2CCCCC2)nc2ccccc21	100%[activator]	-24%	-4%	26*	-7	12%	36*
CCOC(=O)C(CC)(CC)C(=O)/C=C/c1ccc(Br)cc1	24%	-12%	0%	0	-106*	0%	1
